RAM inhibit = inhibitors of the yeast RAM network, primary screen, dse1pr::URA3 reporter, 5-FOA selection; S. cerevisiae dse1pr::URA3 reporter, 5-FOA growth OD615, 2 d; analog-sensitive cbk1-as2 kinase mutant strain; inhibition, % at 50 µM; hit rate 1.8% among 190,000; AID 868, 2007;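 active means inhibition above a set limit, 3 SD over mean compound inhibition, cut at about 8.4% in these data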;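 further: 0% = DMSO-only wells with no growth and 100% = 10 µM 1-NA-PP1 full growth; inhibition rescues growth on 5-FOA so higher OD means more RAM inhibition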
TNAP inh hiacc = human TNAP enzyme inhibitors, primary screen, biochemical, luminescent, high phosphate acceptor level, uHTS. Alkaline phosphatase, tissue-nonspecific isozyme (Homo sapiens), P05186. inhibition, % at 20 µM. hit rate 0.03% among 200,000. purified TNAP, CDP-star luminescence, 1 M DEA;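 active means over 50% inhibition of tissue-nonspecific alkaline phosphatase at 20 µM in the single-dose screen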;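 further: plate controls were DMSO wells for no effect and EDTA-quenched wells as full inhibition for full effect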
Target sequence (P05186 whole entry, looked up): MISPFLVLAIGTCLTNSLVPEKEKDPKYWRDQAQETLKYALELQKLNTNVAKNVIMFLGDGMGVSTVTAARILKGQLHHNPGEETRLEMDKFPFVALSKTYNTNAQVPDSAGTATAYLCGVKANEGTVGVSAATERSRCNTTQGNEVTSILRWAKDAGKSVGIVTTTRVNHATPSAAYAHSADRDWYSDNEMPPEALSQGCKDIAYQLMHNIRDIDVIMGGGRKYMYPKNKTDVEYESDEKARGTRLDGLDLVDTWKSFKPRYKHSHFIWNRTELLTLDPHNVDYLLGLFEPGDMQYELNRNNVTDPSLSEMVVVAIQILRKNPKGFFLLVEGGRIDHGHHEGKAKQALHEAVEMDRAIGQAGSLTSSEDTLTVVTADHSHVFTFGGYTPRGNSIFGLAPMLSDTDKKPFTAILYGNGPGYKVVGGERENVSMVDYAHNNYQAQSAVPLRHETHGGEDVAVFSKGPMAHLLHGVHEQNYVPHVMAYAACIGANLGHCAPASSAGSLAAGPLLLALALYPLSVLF
TNAP inh noacc = human TNAP enzyme inhibitors, primary screen, biochemical, luminescent, no phosphate acceptor, uHTS; purified TNAP, CDP-star luminescence, 30 min; inhibition, % at 20 µM; hit rate 0.26% among 200,000; AID 1012, 2008;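 active means tissue-nonspecific alkaline phosphatase inhibition above about 50% at 20 µM in the single-dose screen, limit read from the data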;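 further: 0% = DMSO negative control and 100% = EDTA positive control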
L major viab = Leishmania major promastigote growth inhibition, primary screen; inhibition, % at 10 µM; Leishmania major promastigotes, resazurin fluorescence viability; hit rate 9% among 200,000; AID 1063, 2008; in the data active means inhibition above about 50%;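 further: promastigotes grown with compound for 44 hours at 28 °C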
DTT redox prof = compounds producing H2O2 with reducing agent – biochemical, NIH compound library profiling, artefact control for MLSCN library redox annotation, primary screen. AID 878, 2007. DTT-dependent redox cycling H2O2, phenol red/HRP absorbance; 100% = 100 µM peroxide control, 0% = buffer. hit rate 0.03% among 200,000. activation, % at 10 µM;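 active means activation of at least 50% relative to the plate's high and low controls in the primary single-dose screen; inactive means activation below 50%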;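 further: compound incubated with DTT at 0.8 mM final as the reducing agent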
Hsp70 act = Hsp70 transcriptional activators, primary screen, cell-based, HeLa, Hsp70 promoter luciferase, luminescence, 10 µM | hit rate 0.04% among 200,000 | HeLa Hsp70 promoter luciferase reporter; scaled: vehicle 0, proteasome-inhibitor control 100% | activation, % at 10 µM;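 active means activation above the mean across all tested compounds plus 3 SD, cutoff set per campaign, cut at about 5.5% in these data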;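 further: 100% = MG132 at 30 µM as the positive control and 0% = DMSO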
PMI act = activators of human PMI, primary screen, biochemical, fluorescence intensity, near-Km mannose 6-phosphate; Mannose-6-phosphate isomerase (Homo sapiens), P34949; purified human PMI, coupled resazurin fluorescence, 20 min; active compounds read high; 1 = vehicle control, 0 substrate-free wells; activation factor at 20 µM; hit rate 0.005% among 190,000; AID 1214, 2008;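 active means activation factor of 2 or more at 20 µM, relative to plate controls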
Target sequence (P34949 whole entry, looked up): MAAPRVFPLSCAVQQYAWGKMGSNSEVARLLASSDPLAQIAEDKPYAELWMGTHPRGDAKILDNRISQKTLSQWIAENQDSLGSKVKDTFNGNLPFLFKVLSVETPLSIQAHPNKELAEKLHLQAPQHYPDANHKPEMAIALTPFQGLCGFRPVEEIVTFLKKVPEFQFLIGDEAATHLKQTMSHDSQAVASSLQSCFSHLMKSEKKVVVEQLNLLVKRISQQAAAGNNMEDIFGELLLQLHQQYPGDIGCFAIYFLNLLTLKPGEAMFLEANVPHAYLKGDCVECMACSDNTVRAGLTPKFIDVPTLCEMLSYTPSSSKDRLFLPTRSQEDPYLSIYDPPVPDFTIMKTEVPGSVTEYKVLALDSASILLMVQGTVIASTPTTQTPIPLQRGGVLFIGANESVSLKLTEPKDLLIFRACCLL
S1P3 antag = S1P3 receptor antagonists, primary screen, cell-based. Sphingosine 1-phosphate receptor 3 (Homo sapiens), Q99500. hit rate 0.27% among 170,000. AID 485, 2006. CHO S1P3 NFAT-BLA reporter, FRET fluorescence, antagonist mode. inhibition, % at 4.98 µM;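 active means inhibition above the plate cutoff, the mean inhibition of test wells on that plate plus 3 SD, cut at about 28% in these data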;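 further: cells challenged with S1P at its EC80 of 0.8 µM; blue over green emission ratio from cleaved BLA substrate after 4 h stimulation; 0% = S1P-stimulated wells and 100% = unstimulated DMSO-only wells; some compounds past the cut are filed as inactive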
Efa HMGR inh = inhibitors of E. faecalis class II HMGR, primary screen, biochemical, Enterococcus faecalis. HMG-CoA reductase (Enterococcus faecalis, mvaE). purified E. faecalis HMGR, NADPH absorbance 340 nm kinetic. hit rate 0.41% among 190,000. AID 1066, 2008. inhibition, % at 10 µM;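 active means inhibition above a set limit, the median over all tested compounds plus 3 SD, cut at about 9.5% in these data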;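 further: enzyme runs in reverse so mevalonate oxidation gives rising NADPH absorbance; 0% = complete reaction with DMSO and 100% = background rate lacking mevalonate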
PMI act satM6P = human PMI activators, high substrate, primary screen, biochemical, fluorescence intensity, near-saturating mannose 6-phosphate; Mannose-6-phosphate isomerase (Homo sapiens), P34949; coupled PMI enzyme assay, resazurin fluorescence, 20 min; active compounds read high; 1 = untreated enzyme, 0 = substrate-free blank; activation factor at 20 µM; hit rate 0.34% among 190,000;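 active means activation factor of 2 or more at 20 µM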
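test system = human PMI in coupled enzyme assay | medium = HEPES-buffered pH 7.4 with magnesium and detergent | also added = 1.0 mM mannose-6-phosphate substrate with 0.22 mM NADP+ | compound = 20 µM single dose | times = 20 min incubation at room temperature | measured by = resorufin fluorescence (Ex 544/Em 590 nm) from resazurin via diaphorase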
Numbers without * were called inactive; nt = no result given.

SMILES	RAM inhibit	TNAP inh hiacc	TNAP inh noacc	L major viab	DTT redox prof	Hsp70 act	PMI act	S1P3 antag	Efa HMGR inh	PMI act satM6P
COc1ccccc1NS(=O)(=O)c1cccc(NC(=O)Cc2cccs2)c1	3.8	-4	6	98*	0.2	-0.5	0.9	-6	-4	1
O=C(COC(=O)c1cc(=O)[nH]c2ccc(Br)cc12)c1ccccc1	4.5	-1	2	7	-0.5	-0.1	0.9	-20	-3	1
Cc1cc(C=O)c(C)n1-c1ccc2c(c1)OCO2	2.7	-9	-17	-1	0.0	-0.4	0.9	-7	-8	0.8
CC(C)(C)c1nc(NCCN2CCOCC2)c2nnn(Cc3ccccc3Cl)c2n1	-1.2	1	2	4	1.6	0.0	0.9	-1	-1	0.9
CCc1ccc(C2=NN(S(C)(=O)=O)C(c3cccs3)C2)cc1 (stereo unspecified)	6.8	-6	-23	67*	1.1	0.3	0.9	nt	-2	1
N=c1n(CC(=O)c2ccc([N+](=O)[O-])cc2)c2ccccc2n1Cc1ccc(Cl)cc1	4.6	6	8	100*	1.6	-0.5	1	4	-6	1.2
Cc1cc(Br)cc2c1NC(=O)C2(O)CC(=O)c1ccco1 (stereo unspecified)	0.1	1	-4	2	-0.1	-0.5	1	-7	-3	0.9
COc1cc(CN2CCC(C(=O)N3CCN(c4ccccc4F)CC3)CC2)cc(OC)c1OC	0.7	1	-13	83*	0.0	-0.5	0.9	8	3	0.9
O=C(c1cccc(F)c1)N1CCN(Cc2ccco2)CC1	2.7	-4	-15	-7	-0.5	0.3	0.7	-76	2	0.5
COc1ccc(NC(=O)CCSc2ccc(C)cc2)cc1	0.4	3	-10	-3	-0.5	-0.2	0.9	7	-4	1
CC(C)C(NC(=O)C(NC(=O)C1OC2OC(C)(C)OC2C2OC(C)(C)OC12)C(C)C)C(=O)O (stereo unspecified)	1.1	-2	-3	1	0.0	-0.2	1	-15	-4	1
Cc1c2c(nc3c(C(=O)NC4CC4)cnn13)CCCC2	1.8	0	-8	0	1.5	-0.3	1	nt	-5	1
CCOC(=O)COc1ccc(Br)cc1/C=C/c1[nH]c(=O)[nH]c(=O)c1[N+](=O)[O-]	6.2	-1	-4	-7	-1.9	0.6	1.2	-12	-4	1
CCN(CCn1cccn1)C(=O)CCc1nnc(CCc2ccccc2OC)o1	-0.2	-5	-11	-5	-0.9	-0.3	1	-15	-1	1.1
O=C(CCSCCc1ccccn1)Nc1cc(F)ccc1F	1.5	-5	-11	-5	-0.4	-0.3	1	10	-3	1.1
Cc1cc(Cl)n2c(nc3cc(F)c(F)cc32)c1C#N	-0.5	0	-18	91*	-0.1	4.2	1	-10	3	0.7
NC(=O)c1coc(-c2ccccc2)n1	0.5	-7	-10	-4	-0.1	0.0	1.1	-15	-2	1
Cc1ccc(NC(=S)N/N=C/c2c(C)[nH]c3ccccc23)cc1	7.8	-5	-9	45	0.0	0.1	1	3	-2	1
CN1CCN(C(=S)NCCc2ccccc2)CC1	1.6	-4	-14	2	1.7	0.1	0.8	nt	1	0.9
COc1ccc(-n2c(CNC(=O)COc3ccc(Cl)cc3)n[nH]c2=S)cc1	-0.4	2	1	-5	-1.1	-0.1	1	9	-3	1
Cc1cc(C)cc(NC(=O)COC(=O)c2n[nH]c3ccccc23)c1	1.8	-5	-44	7	-0.2	-0.1	1	-7	-3	1
NC(=O)C1CC(=O)N(c2ccc(OCc3ccc(Cl)cc3)cc2)C1 (stereo unspecified)	1.4	-1	-6	-8	-0.4	0.3	0.9	-9	0	1
Cc1c(N=C2C(=O)Nc3ccccc32)c(=O)n(-c2ccccc2)n1C	-0.3	11	8	-7	0.0	0.0	1	-17	-2	0.9
Cc1ccc(N2CCN(/N=C/c3cccs3)CC2)cc1	0.9	-6	-10	-5	2.0	-0.1	0.9	nt	6	0.9
COc1cccc(C(=O)NN2c3ccccc3CCc3ccccc32)c1	13*	-1	1	8	1.0	-0.5	0.8	-8	0	0.9
Cc1ccc(-n2cc(C(=O)c3ccc4ccccc4c3O)cn2)cc1	8.5*	-3	-9	-6	1.5	0.0	0.9	nt	3	0.8
COc1ccccc1/C=N/NC(=O)c1cccc(OC(F)(F)C(F)F)c1	-0.6	1	-6	38	-1.0	-0.2	0.9	6	-4	0.7
Cn1nc([N+](=O)[O-])nc1Sc1ccc(Cl)cc1	-0.2	5	-12	36	-0.2	-0.1	0.8	-11	1	0.9
Cc1cccc(C2CC(c3ccc(Br)cc3)Nc3nc(N)nn32)c1 (stereo unspecified)	-0.2	-1	-4	73*	-1.5	-0.2	0.9	nt	0	1
S=C(Nc1ccccc1)N1CCN(C2CCCCC2)CC1	1.3	-1	-7	88*	0.0	-0.2	0.9	nt	-1	0.9
CCC(=O)Nc1cc2[nH]c(=O)cc(C)c2cc1C	-0.4	0	-5	-3	0.5	-0.1	0.8	5	-2	0.5
COc1ccc(C(=O)N/N=C/c2sc(N3CCOCC3)nc2-c2ccccc2)cc1OC	0.5	-1	-4	32	-0.7	0.2	1.1	-22	-4	1.1
Cc1ccc(-c2nn3cnnc3c3ccccc23)cc1C	2.2	1	-8	15	-2.6	-0.5	1.1	4	-4	1.1
Cc1cc(C)c(-c2c(O)c3cnn(-c4ccccc4)c3[nH]c2=O)c(C)c1	1.0	-3	-9	-7	-0.2	-0.1	0.9	3	-4	0.9
Cc1nc2ccccc2n1C1CCN(CC(=O)Nc2ccccc2Br)CC1	0.9	-5	-2	13	-0.8	-0.4	0.9	-8	0	1
Cc1cc(Nc2ccc(Br)cc2F)n2nc(C)nc2n1	3.0	2	2	-15	-0.6	-0.5	1.2	16	-7	1.1
COc1ccc(OC)c(S(=O)(=O)Nc2ccc(C(C)=O)cc2)c1	0.1	-6	-11	-1	2.0	-0.3	1	nt	-4	1
CCc1ccc2[nH]c(=O)c(CN(Cc3ccc4c(c3)OCO4)Cc3nnnn3C3CCCC3)cc2c1	6.7	-3	-6	97*	-3.4	0.1	0.9	4	-9	0.8
O=C1N=c2ccccc2=C1c1sc(NS(=O)(=O)c2ccccc2)nc1O	5.4	2	13	-5	-0.2	-0.1	1.1	1	-4	1.1
O=c1[nH]c(-c2ccccc2)nc2sc(-c3ccccc3)cc12	2.6	-2	-3	0	-0.4	0.3	1.1	0	0	1.1
O=C(NC(=S)Nc1ccc(Cc2ccncc2)cc1)c1ccccc1F	1.9	-3	-3	-5	0.6	-0.2	1.1	6	-6	1.1
Cc1cc(C)n(-c2nnc(C)n2/N=C/c2cc(Br)ccc2OCc2ccccc2)n1	0.2	-6	-10	89*	-0.8	0.2	1	27	0	0.9
CCC(CC)C1C(C#N)=C(N)Oc2cc(C)oc(=O)c21 (stereo unspecified)	0.1	-4	-18	2	0.3	-0.2	1	nt	-7	1
COC(=O)c1ccc(C2c3c(oc4cc(C)c(C)cc4c3=O)C(=O)N2CCCN(C)C)cc1 (stereo unspecified)	2.7	-4	-8	-5	-0.4	-0.2	1	-38	-5	1
Cc1ccc2nc(-c3ccc(NC(=O)CN4CCN(C(=O)c5ccco5)CC4)cc3)sc2c1	3.7	-8	-9	2	-4.2	0.1	1.1	30	-1	0.9
O=[N+]([O-])c1ccc(N(c2ccccc2)c2ccccc2)cc1	10*	5	3	3	4.6	-0.3	0.9	nt	-5	0.9
O=C(O)c1cc(O)c2c(c1)C(=O)c1cc(O)cc(O)c1C2=O	2.7	26	27	-13	3.1	-0.3	1.1	-4	-7	0.8
CCCCC[C@H](O)/C=C/[C@@H]1[C@@H](C/C=C\CCCC(=O)O)[C@@H](O)C[C@H]1O	0.7	-5	-13	-8	-0.8	0.0	1	-16	-1	1
CCOC(=O)Cc1csc(NC(=O)c2ccncc2)n1	1.9	0	-7	-2	-5.3	0.2	0.9	nt	2	0.9
O=C(O)CCC(NC(=O)C1CCCN1C(=O)OCc1ccccc1)C(=O)O (stereo unspecified)	1.5	-5	2	-6	-0.5	-0.4	1.1	-11	-2	1
CCN1CCN(Cc2cc(=O)oc3cc4c(cc23)CCC4)CC1	1.7	-1	-4	8	1.2	0.6	0.9	3	-2	0.8
CCN(CC)Cc1c(O)ccc2c(C)c(CC(=O)OC)c(=O)oc12	0.8	-6	-12	2	-0.3	-0.5	0.8	nt	-2	1
Cn1c(=O)n(CCCOc2ccc(Br)cc2)c2ccccc21	0.7	3	-7	0	2.4	-0.3	0.9	-20	0	1
COc1ccc(Oc2cnn(-c3ccccc3)c(=O)c2Br)cc1	1.7	-1	-2	48	-0.2	0.6	0.9	-14	3	0.8
Cc1ccc(O)c(-c2cc(-c3cccc(Br)c3)n[nH]2)c1	12*	0	-12	32	-0.4	0.1	nt	1	-6	nt

Whole records as entered above. Values in the order: RAM inhibit, TNAP inh hiacc, TNAP inh noacc, L major viab, DTT redox prof, Hsp70 act, PMI act, S1P3 antag, Efa HMGR inh, PMI act satM6P
CCCCC[C@H](O)/C=C/[C@@H]1[C@@H](C/C=C\CCCC(=O)O)[C@@H](O)C[C@H]1O is entered as 0.7, -5, -13, -8, -0.8, 0.0, 1, -16, -1, 1
O=C(O)c1cc(O)c2c(c1)C(=O)c1cc(O)cc(O)c1C2=O is entered as 2.7, 26, 27, -13, 3.1, -0.3, 1.1, -4, -7, 0.8

By substructure: the compounds so far with fluorine.
SMILES	RAM inhibit	TNAP inh hiacc	TNAP inh noacc	L major viab	DTT redox prof	Hsp70 act	PMI act	S1P3 antag	Efa HMGR inh	PMI act satM6P
COc1cc(CN2CCC(C(=O)N3CCN(c4ccccc4F)CC3)CC2)cc(OC)c1OC	0.7	1	-13	83*	0.0	-0.5	0.9	8	3	0.9
O=C(c1cccc(F)c1)N1CCN(Cc2ccco2)CC1	2.7	-4	-15	-7	-0.5	0.3	0.7	-76	2	0.5
O=C(CCSCCc1ccccn1)Nc1cc(F)ccc1F	1.5	-5	-11	-5	-0.4	-0.3	1	10	-3	1.1
Cc1cc(Cl)n2c(nc3cc(F)c(F)cc32)c1C#N	-0.5	0	-18	91*	-0.1	4.2	1	-10	3	0.7
COc1ccccc1/C=N/NC(=O)c1cccc(OC(F)(F)C(F)F)c1	-0.6	1	-6	38	-1.0	-0.2	0.9	6	-4	0.7
Cc1cc(Nc2ccc(Br)cc2F)n2nc(C)nc2n1	3.0	2	2	-15	-0.6	-0.5	1.2	16	-7	1.1
O=C(NC(=S)Nc1ccc(Cc2ccncc2)cc1)c1ccccc1F	1.9	-3	-3	-5	0.6	-0.2	1.1	6	-6	1.1

High-throughput results deposited in PubChem by several laboratories.
